Source: PubChem BioAssay
inhibitors of VEEV = inhibitors of VEEV TC-83 cytopathic effect, confirmation, Vero cells (AID 588727); Vero cells, VEEV TC-83 cytopathic effect inhibition; higher % means a stronger effect; inhibition, % at 20 µM; hits with a dose series show IC50 in µM; 0.13% of 350,000 active; in the data active = a potency from the dose series; inconclusive = inhibition mostly from about 14% at the one dose, without a potency; inactive = the rest, 99 in 100 with inhibition below about 12%; note: strong numbers were not always called active
influenza NS1A = NS1A inhibition, H1N1 influenza, cell based functional assay (AID 504329) | NS1A functional cell-based assay, percent inhibition; higher % means a stronger effect | inhibition, % at 12.5 µM; hits with a dose series show IC50 in µM | 0.3% of 340,000 active; in the data active = a potency from the dose series; inconclusive = inhibition above about 27% without an active follow-up result; note: strong numbers were not always called active
Salmonella PhoP GFP = PhoP regulon inhibitors, Salmonella typhi PhoP promoter GFP reporter, confirmatory (AID 1850); Salmonella Typhi PhoP-promoter GFP reporter, fluorescence, 4 h; higher % means a stronger effect; inhibition, % at 50 µM, or IC50 in µM where a hit was titrated; 0.33% of 310,000 active; in the data active = a potency from the dose series; inconclusive = inhibition mostly from about 25% at the one dose, without a potency; inactive = the rest, 99 in 100 with inhibition below about 19%;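 note: 0% = induced wells with vehicle and 100% = uninduced wells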
tuberculosis growth = growth inhibition of non-replicating M. tuberculosis (AID 488890); Mycobacterium tuberculosis non-replicating, growth inhibition; higher % means a stronger effect; inhibition, % at 25 µM, or IC50 in µM where a hit was titrated; 0.39% of 320,000 active; in the data active = a potency from the dose series; inconclusive = inhibition mostly from about 82% at the one dose, without a potency; inactive = the rest, 99 in 100 with inhibition below about 76%;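 note: plate controls were DMSO cells for no effect and high antibiotic wells for full effect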
H37Rv inhibition = M. tuberculosis growth inhibition, HTS (AID 449762) | M. tuberculosis H37Rv growth inhibition, 7H9 media; higher % means a stronger effect | inhibition, % at 25 µM; hits with a dose series show IC50 in µM | 0.59% of 330,000 active; in the data active = a potency from the dose series; inconclusive = inhibition above about 70% without an active follow-up result;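 note: bacterial growth assessed after seven days of incubation; strong numbers were not always called active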
* hit, by the source's call. Compounds were not picked by outcome; overall some 1.6% were active at least once.

`COC(=O)C1(C#N)C(c2ccccc2)C1(C(=O)OC)C(=O)OC` (centres undefined) gave inhibitors of VEEV 1.1%, influenza NS1A -6.4%, Salmonella PhoP GFP 2.7%, tuberculosis growth -12.0% and H37Rv inhibition -10.7%.
For COC(=O)C1=C(C)NC(C)=C(C(=O)OC)C1c1ccco1 the results were inhibitors of VEEV 0.9%, influenza NS1A -18.4%, Salmonella PhoP GFP 5.3%, tuberculosis growth -8.1% and H37Rv inhibition -4.6%.
Screening O=S(=O)(Nc1cccnc1Cl)c1ccc2c(c1)OCCO2 returned inhibitors of VEEV 1.4%, influenza NS1A 3.2%, Salmonella PhoP GFP -0.6%, tuberculosis growth 13.7% and H37Rv inhibition 4.1%.
`CCc1noc(C)c1C(=O)Nc1nc(-c2ccc(F)cc2)c(C)s1` gave inhibitors of VEEV 5.9%, influenza NS1A -7.3%, Salmonella PhoP GFP -4.8%, tuberculosis growth 23.5% and H37Rv inhibition 8.8µM*.
Screening Cc1nnc(NC(=O)CSc2nnc(-c3ccc(S(=O)(=O)N4CCCC4)cc3)n2C)s1 returned inhibitors of VEEV 2.3%, influenza NS1A 14.1%, Salmonella PhoP GFP 5.3%, tuberculosis growth 5.4% and H37Rv inhibition 4.0%.
Screening Cc1nn(-c2ccccc2)c(C)c1/C=C/C(=O)OCC(=O)Nc1ccc(S(N)(=O)=O)cc1 returned inhibitors of VEEV inactive, influenza NS1A -2.1%, tuberculosis growth 27.1% and H37Rv inhibition -8.2%.
Screening COc1ccc2nc(-c3ccccc3)cc(C(=O)OCC(=O)N3CC(C)OC(C)C3)c2c1 (centres undefined) returned inhibitors of VEEV 0.8%, influenza NS1A -15.3%, tuberculosis growth 3.9% and H37Rv inhibition 18.1%.
For CCN(CC)c1ccc(S(=O)(=O)N2CCOCC2)cc1NC(=O)CSc1nnc(N)s1 the results were inhibitors of VEEV 1.7%, influenza NS1A 7.8%, Salmonella PhoP GFP -15.4%, tuberculosis growth 11.2% and H37Rv inhibition -0.7%.
`Nc1c(C(=O)c2ccc(F)cc2)oc2ccccc12` gave inhibitors of VEEV 1.0%, influenza NS1A 20.9%, Salmonella PhoP GFP 0.7%, tuberculosis growth 12.5% and H37Rv inhibition 2.1%.
For CCOC(=O)c1cc(-c2ccccc2)sc1NC(=O)C(C)(C)C the results were inhibitors of VEEV 0.7%, influenza NS1A -17.9%, Salmonella PhoP GFP -3.1%, tuberculosis growth 0.3% and H37Rv inhibition -7.7%.
CCN1C(Nc2ccccc2)=NC[C@@H]1CC(C)C was read as inhibitors of VEEV 0.7%, influenza NS1A -6.0%, Salmonella PhoP GFP 4.1%, tuberculosis growth -0.2% and H37Rv inhibition -1.6%.
CSc1ncc(C(=O)Nc2cc(C)ccc2C)c(C)n1 was read as inhibitors of VEEV 0.7%, influenza NS1A -8.5%, Salmonella PhoP GFP 3.7%, tuberculosis growth 19.3% and H37Rv inhibition inconclusive.
`C[C@H](O)Cc1cn(-c2cc3cc(C#Cc4ccsc4)ccc3oc2=O)nn1` gave inhibitors of VEEV 0.1%, influenza NS1A 1.2%, tuberculosis growth 19.1% and H37Rv inhibition -1.7%.
For CC1CCCCN1Cc1c(O)ccc2c(=O)c(-c3ccc(Cl)cc3Cl)coc12 (centres undefined) the results were inhibitors of VEEV 0.4%, influenza NS1A -2.0%, Salmonella PhoP GFP -6.8%, tuberculosis growth 32.3% and H37Rv inhibition -2.2%.
Screening CSc1cccc(NC(=O)C2CCCN2S(=O)(=O)c2ccc3c(c2)CCC(=O)N3)c1 (centres undefined) returned inhibitors of VEEV inactive, influenza NS1A -1.2%, Salmonella PhoP GFP -4.6%, tuberculosis growth 7.4% and H37Rv inhibition -4.6%.
For COc1ccc(C)cc1S(=O)(=O)N1CCCCC1 the results were inhibitors of VEEV inactive, influenza NS1A -0.7%, Salmonella PhoP GFP 4.9%, tuberculosis growth -11.6% and H37Rv inhibition -0.8%.
Cc1cc(C)c(C(=O)COC(=O)CNC(=O)c2ccccc2C)c(C)c1 was read as inhibitors of VEEV 0.8%, influenza NS1A -4.0%, Salmonella PhoP GFP -0.1%, tuberculosis growth 21.0% and H37Rv inhibition 12.9%.
For COc1ccc(-c2cc3c(=O)n(CC(=O)NCc4ccc(C)cc4)ncn3n2)cc1 the results were inhibitors of VEEV inactive, influenza NS1A 0.3%, Salmonella PhoP GFP -3.2%, tuberculosis growth -18.3% and H37Rv inhibition -9.4%.
For O=C(COc1cccc(F)c1)Nc1ccc2[nH]c(=O)[nH]c2c1 the results were inhibitors of VEEV 1.2%, influenza NS1A -33.0%, Salmonella PhoP GFP 2.2%, tuberculosis growth -6.0% and H37Rv inhibition 6.7%.
`Cc1ccc(NC(NC(=O)c2ccccc2[N+](=O)[O-])C(Cl)(Cl)Cl)cc1` (centres undefined) gave inhibitors of VEEV 0.6%, influenza NS1A 25.9%, Salmonella PhoP GFP -0.7%, tuberculosis growth 25.7% and H37Rv inhibition -0.8%.
Fc1ccc(NC(=S)Nc2ccc(F)c(Cl)c2)cc1Cl was read as inhibitors of VEEV inconclusive, influenza NS1A 0.2%, Salmonella PhoP GFP 10.6%, tuberculosis growth inconclusive and H37Rv inhibition inconclusive.
For CC12CCC(=O)N1C(C(=O)Nc1cc(S(=O)(=O)N3CCCCCC3)ccc1OCC(F)(F)F)CS2 (centres undefined) the results were inhibitors of VEEV 5.0%, influenza NS1A -6.9%, Salmonella PhoP GFP 12.5%, tuberculosis growth 33.8% and H37Rv inhibition 10.4%.
O=S(=O)(Nc1ccc2c(c1)OCO2)c1ccccc1 was read as inhibitors of VEEV 1.4%, influenza NS1A -0.8%, Salmonella PhoP GFP -7.0%, tuberculosis growth -3.3% and H37Rv inhibition -5.8%.
`COc1cccc(NC(=O)CN(C)C(=O)c2cccc(S(=O)(=O)N3c4ccccc4CC3C)c2)c1` (centres undefined) gave inhibitors of VEEV 8.0% and influenza NS1A -12.2%.
CCN(CC)S(=O)(=O)c1cccc(C(=O)NC(C(=O)NNC(=O)c2ccccc2F)C(C)C)c1 (centres undefined) was read as inhibitors of VEEV 9.8% and influenza NS1A 4.8%.
COc1ccc(S(=O)(=O)N2CC(C(=O)O)Oc3ccccc32)cc1 (centres undefined) was read as inhibitors of VEEV 1.4%, influenza NS1A 1.8%, Salmonella PhoP GFP -10.2%, tuberculosis growth -13.6% and H37Rv inhibition 4.7%.
CCOC(=O)c1ccc(NC(=O)c2nn(C)cc2Br)cc1 was read as inhibitors of VEEV 0.9%, influenza NS1A 26.4%, Salmonella PhoP GFP -10.9%, tuberculosis growth 3.2% and H37Rv inhibition 8.8%.
Screening COc1ccc(Cc2nc(-c3ccccn3)no2)cc1 returned inhibitors of VEEV 0.5%, influenza NS1A -0.6%, Salmonella PhoP GFP -17.1%, tuberculosis growth 18.0% and H37Rv inhibition -6.8%.
Screening COc1ccccc1N1CCN(/N=C\c2cccnc2)CC1 returned inhibitors of VEEV 2.6%, influenza NS1A -8.4%, Salmonella PhoP GFP -2.6%, tuberculosis growth 13.3% and H37Rv inhibition 3.1%.
For CC(=O)Oc1ccc(NC(=O)CCC2CCCCC2)c(C(=O)O)c1 the results were inhibitors of VEEV inactive, influenza NS1A -68.3%, Salmonella PhoP GFP 13.5%, tuberculosis growth 76.3% and H37Rv inhibition 14.6%.
For Cc1ccc(Nc2nc(N)nc(CSC(=S)N3CCOCC3)n2)cc1 the results were inhibitors of VEEV 2.7%, influenza NS1A 2.5%, Salmonella PhoP GFP -3.4%, tuberculosis growth 26.2% and H37Rv inhibition -16.6%.
`CC(C)Oc1cccc(-c2cc(C(=O)NN3CCOCC3)c3ccccc3n2)c1` gave inhibitors of VEEV 7.9%, influenza NS1A 1.7%, Salmonella PhoP GFP 0.6%, tuberculosis growth 8.9% and H37Rv inhibition 2.5%.
CN(C)c1ccc(/C=C(\C#N)c2ccccc2)cc1 was read as inhibitors of VEEV inactive and influenza NS1A inconclusive.
For O=C(N/C(=C\c1ccc(O)cc1)C(=O)N1CCCCC1)c1ccccc1 the results were inhibitors of VEEV 1.5%, influenza NS1A -2.2%, Salmonella PhoP GFP -2.7%, tuberculosis growth 30.6% and H37Rv inhibition -5.8%.
O=C(c1ccco1)N1CCN(C(=O)C2CCCc3c2[nH]c2ccc(Cl)cc32)CC1 (centres undefined) was read as inhibitors of VEEV 11.2%, influenza NS1A -12.7%, Salmonella PhoP GFP -0.9%, tuberculosis growth 17.9% and H37Rv inhibition 8.6%.
`O=C(COC(=O)c1ccc(Cl)c(Cl)c1)Nc1cccnc1Cl` gave inhibitors of VEEV inactive, influenza NS1A -2.3%, Salmonella PhoP GFP 1.8%, tuberculosis growth 66.9% and H37Rv inhibition 0.0%.
`Cc1oc2ccc(OCc3ccc(Cl)cc3)cc2c1C(=O)O` gave inhibitors of VEEV inactive, influenza NS1A -5.3%, Salmonella PhoP GFP 5.7%, tuberculosis growth 55.8% and H37Rv inhibition 15.9%.
Cc1c(C)c2ccc(OCC(=O)N3C[C@H]4C[C@@H](C3)c3cccc(=O)n3C4)cc2oc1=O was read as inhibitors of VEEV 0.4%, influenza NS1A -5.6%, Salmonella PhoP GFP -9.9%, tuberculosis growth -5.3% and H37Rv inhibition -11.8%.
`COc1ccc(NC(=O)c2ccc(-n3nc(C)c[n+]3[O-])cc2)cc1` gave inhibitors of VEEV 0.6%, influenza NS1A -3.1%, Salmonella PhoP GFP -1.6%, tuberculosis growth -7.2% and H37Rv inhibition 0.1%.
For COc1ccccc1C(=O)n1nc(-c2ccccc2)nc1N the results were inhibitors of VEEV 1.2%, influenza NS1A -11.8%, Salmonella PhoP GFP -3.3%, tuberculosis growth 2.9% and H37Rv inhibition 0.1%.
`OC(COCc1cccs1)CN1CCN(c2ccccc2Cl)CC1` (centres undefined) gave inhibitors of VEEV 1.3%, influenza NS1A -2.2%, Salmonella PhoP GFP -1.0%, tuberculosis growth 14.1% and H37Rv inhibition 4.2%.
CC(=O)Nc1cccc(/C(C)=N\NC(=O)c2ccc(Cn3nc([N+](=O)[O-])c(Cl)c3C)o2)c1 was read as inhibitors of VEEV 1.6%, influenza NS1A 7.7%, Salmonella PhoP GFP -2.2%, tuberculosis growth 22.1% and H37Rv inhibition 1.3%.
Screening O=S(=O)(Nc1cc(Cl)ccc1N1CCOCC1)c1ccccc1Cl returned inhibitors of VEEV inactive, influenza NS1A 4.3%, tuberculosis growth 2.9% and H37Rv inhibition 4.4%.
Screening Cc1cc(C)n(-c2nc(SCC(=O)Nc3nccs3)c3c4c(sc3n2)COC(C)(C)C4)n1 returned inhibitors of VEEV 0.4%, influenza NS1A -5.0%, Salmonella PhoP GFP 10.8%, tuberculosis growth inconclusive and H37Rv inhibition 22.8%.
`Cc1c(OC(=O)N(C)C)ccc2c1O/C(=C\c1ccco1)C2=O` gave inhibitors of VEEV 0.5%, influenza NS1A -1.6%, Salmonella PhoP GFP -12.3%, tuberculosis growth 10.6% and H37Rv inhibition 12.3%.
CCOC(=O)c1cc2ccc(OC(=O)c3ccco3)cc2oc1=O was read as inhibitors of VEEV 0.1%, influenza NS1A 0.8%, Salmonella PhoP GFP -0.7%, tuberculosis growth 66.9% and H37Rv inhibition -2.5%.
For COc1ccc(C)cc1NC(=O)C(=O)N/N=C(\C)CC(=O)Nc1cccnc1 the results were inhibitors of VEEV 2.5%, influenza NS1A 2.8%, Salmonella PhoP GFP 3.9%, tuberculosis growth -1.6% and H37Rv inhibition -13.0%.
For Cc1ccc(-n2c(C)cc(C(=O)CSc3nncs3)c2C)cc1 the results were inhibitors of VEEV 4.0%, influenza NS1A 2.4%, Salmonella PhoP GFP 2.2%, tuberculosis growth 56.4% and H37Rv inhibition 3.0%.
Cc1cc(Nc2ccc(Br)cc2F)n2nc(C)nc2n1 was read as inhibitors of VEEV 7.3%, influenza NS1A 3.1%, Salmonella PhoP GFP -0.9%, tuberculosis growth 31.4% and H37Rv inhibition 0.2%.
For COc1ccc(S(=O)(=O)N2CCCCCC2)cc1C(=O)N(C)CC(=O)Nc1cc(C)ccc1C the results were inhibitors of VEEV 5.8%, influenza NS1A 11.9%, Salmonella PhoP GFP 9.7%, tuberculosis growth 16.2% and H37Rv inhibition -0.8%.

Reprinted at random: three entries already listed
CCOC(=O)c1cc2ccc(OC(=O)c3ccco3)cc2oc1=O was read as inhibitors of VEEV 0.1%, influenza NS1A 0.8%, Salmonella PhoP GFP -0.7%, tuberculosis growth 66.9% and H37Rv inhibition -2.5%.
Cc1cc(Nc2ccc(Br)cc2F)n2nc(C)nc2n1 was read as inhibitors of VEEV 7.3%, influenza NS1A 3.1%, Salmonella PhoP GFP -0.9%, tuberculosis growth 31.4% and H37Rv inhibition 0.2%.
For COc1ccc(S(=O)(=O)N2CCCCCC2)cc1C(=O)N(C)CC(=O)Nc1cc(C)ccc1C the results were inhibitors of VEEV 5.8%, influenza NS1A 11.9%, Salmonella PhoP GFP 9.7%, tuberculosis growth 16.2% and H37Rv inhibition -0.8%.
